Screening data from PubChem.
MITF inh – MITF inhibitors, primary screen, biochemical, AlphaScreen, human; AlphaScreen MITF homodimerization, bead proximity signal; 650,000 tested, 0.91% active; inhibition, % at 2.6 µM; in the data active = inhibition above about 50%;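 note: 0% = vehicle wells with protein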
Target sequence (O75030 whole entry, looked up): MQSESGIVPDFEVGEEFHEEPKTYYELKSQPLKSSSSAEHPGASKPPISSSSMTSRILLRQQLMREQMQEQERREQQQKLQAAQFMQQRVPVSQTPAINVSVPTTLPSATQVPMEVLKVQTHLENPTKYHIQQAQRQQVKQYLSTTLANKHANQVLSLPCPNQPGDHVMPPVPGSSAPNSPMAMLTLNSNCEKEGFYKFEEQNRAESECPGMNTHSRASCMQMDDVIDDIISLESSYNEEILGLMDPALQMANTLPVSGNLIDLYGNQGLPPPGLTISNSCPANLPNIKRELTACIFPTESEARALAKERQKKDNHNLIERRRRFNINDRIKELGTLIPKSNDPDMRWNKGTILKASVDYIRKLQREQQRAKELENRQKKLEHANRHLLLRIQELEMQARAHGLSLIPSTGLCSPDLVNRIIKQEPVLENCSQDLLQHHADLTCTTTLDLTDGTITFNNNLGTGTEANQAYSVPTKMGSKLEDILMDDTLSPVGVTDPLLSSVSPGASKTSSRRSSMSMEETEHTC
GPR151 ag – activators of human GPR151, primary screen, cell-based, PathHunter beta-arrestin, luminescence; G-protein coupled receptor 151 (Homo sapiens), Q8TDV0; PathHunter beta-arrestin GPR151 cells; activation, % at 11.2 µM; 650,000 tested, 1% active; in the data active = activation above about 4.9%;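 note: 0% = median of compound wells and 100% = cells with positive control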
Target sequence (Q8TDV0 whole entry, looked up): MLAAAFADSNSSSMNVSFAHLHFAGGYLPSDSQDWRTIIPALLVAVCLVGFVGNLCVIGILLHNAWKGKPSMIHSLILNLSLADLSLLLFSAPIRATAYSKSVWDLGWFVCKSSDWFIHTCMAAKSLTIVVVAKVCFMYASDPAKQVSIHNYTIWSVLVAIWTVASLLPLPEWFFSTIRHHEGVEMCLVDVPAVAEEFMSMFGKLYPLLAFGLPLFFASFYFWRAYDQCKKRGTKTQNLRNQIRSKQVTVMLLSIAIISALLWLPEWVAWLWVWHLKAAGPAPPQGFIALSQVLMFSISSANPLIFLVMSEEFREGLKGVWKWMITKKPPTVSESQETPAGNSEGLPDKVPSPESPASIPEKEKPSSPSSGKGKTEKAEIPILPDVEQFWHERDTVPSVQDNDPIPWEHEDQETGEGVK
TEAD-YAP inh – TEAD-YAP interaction inhibition, primary screen, TEAD-YAP interaction inhibitor project, luminescence, HEK-TIYL cells. TEAD-Gal4/YAP UAS-luciferase luminescence. inhibition, % at 9.12 µM. 640,000 tested, 1.4% active. AID 1259422, 2018; in the data active = inhibition above about 32%;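 note: 0% = median of test compound wells and 100% = reference inhibitor wells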
FBW7 activator – FBW7 E3 ligase activators, primary screen, biochemical, AlphaScreen, human | F-box/WD repeat-containing protein 7 (Homo sapiens), Q969H0 | AlphaScreen FBW7–phospho-cyclin E peptide binding, activator screen | normalized activity (activation), % at 26.1 µM | 650,000 tested, 0.13% active; in the data active = normalized activity above about 1.9%;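 note: purified mutant Fbw7 with reduced substrate affinity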
Numbers without * were called inactive; . = not tested or not shown.

SMILES	MITF inh	GPR151 ag	TEAD-YAP inh	FBW7 activator
N#C/C(=C\c1ccc(Cl)cc1)c1nc(-c2ccc([N+](=O)[O-])cc2)cs1	-21	1.9	-6	0.1
N#Cc1cc2cc3c(cc2nc1SCC(=O)Nc1ccc(F)cc1)OCO3	3	1.8	-4	-0.1
CN(C)CCCOC(=O)c1ccccc1F	4	2.2	4	0.1
CCOC(=O)C1=CN(c2cc(C)cc(C)c2)C=C(C(=O)OCC)C1c1ccc(C)s1	12	0.8	2	0.1
Cc1cc(NC(=O)CN(C)CCOc2ccccc2)ccc1Br	36	1.2	5	0.1
CCOc1ccc(C2C(C(=O)OC(C)C)=C(C)NC3=C2C(=O)CCC3)cc1 (stereo not given)	1	-0.2	-10	0.0
CCN(CC)CCN(C(=O)CN1C(=O)CCC1=O)c1nc2c(Cl)cccc2s1	-8	1.7	3	0.4
COc1ccc(CC(=O)N2CCN(c3ccc(N4CCN(C)CC4)nn3)CC2)cc1	-6	-0.5	8	-0.1
Cc1ccc(N/C=C/C(=O)c2ccc(F)cc2)c(O)c1	11	0.3	-67	0.1
COc1ccc(OC)c(NC(=O)Nc2ccc(OC)c(OC)c2)c1	-4	-0.8	-1	0.8
CCCc1nnc(NC(=O)c2ccccc2Br)s1	1	-1.1	-28	0.0
Cc1ccc2c(CN3C(=O)C4CC=CCC4C3=O)cc(=O)oc2c1C (stereo not given)	0	0.2	-1	0.0
COc1ccc(CC(=O)Nc2oc(-c3ccccc3)c(-c3ccccc3)c2C#N)cc1	9	-0.6	1	-0.2
CN(C)c1ccc(O)c2c1C[C@H]1C[C@H]3[C@H](N(C)C)C(=O)C(C(N)=O)=C(O)C3(O)C(=O)C1=C2O (stereo not given in full)	30	2.3	.	-0.2
COc1ccc(NC(=S)NCCc2ccc(S(N)(=O)=O)cc2)c(OC)c1	6	1.3	5	-0.1
CC(=O)c1ccc(NC(=O)c2cc(-c3cccc(O)c3)on2)cc1	29	-0.5	2	0.1
CCN1C(=O)c2ccc(C(=O)Nc3cc(C(=O)O)ccc3C)cc2C1=O	21	1.2	7	0.2
COc1ccc(-c2noc(CC(=O)NC3CC3)n2)cc1	10	1.0	-4	0.0
O=C(CN1CCC2(CC1)CC(=O)c1ccccc1O2)Nc1cccc(F)c1	-6	-0.5	-11	-0.2
O=C(Cc1ccccc1)NN1C(=O)c2cc([N+](=O)[O-])cc3cc([N+](=O)[O-])cc(c23)C1=O	20	-0.6	12	0.0
O=C1/C(=C/c2ccc(O)cc2)C(CSc2ccc(Cl)cc2)=NN1c1nc2ccccc2s1	12	-0.7	0	0.2
Cn1c(=O)c(=O)n(C)c2cc(S(=O)(=O)CCC(=O)NCc3ccco3)ccc21	6	-2.4	5	0.1
Cc1ccc(C(=O)Nc2c(C(=O)Nc3ccc(Cl)cc3)cnn2-c2ccccc2)cc1	13	0.2	11	1.2
CCOC(=O)C1(Cc2ccccc2Cl)CCN(C(=O)Cn2ccc(C)n2)CC1	4	0.1	-60	0.1
Cn1c(SCc2ccc([N+](=O)[O-])cc2)nnc1-c1ccc2c(c1)OCO2	-2	0.2	-5	0.1
O=CN1CCN(C2CC(=O)N(c3ccc(Cl)cc3)C2=O)CC1 (stereo not given)	10	1.2	2	0.2
CC(=O)Nc1ccc(C2C(C#N)=C(N)OC3=C2C(=O)CC(C)C3)cc1 (stereo not given)	-8	-0.2	3	0.0
COC(=O)c1cn(NC(=O)c2cc([N+](=O)[O-])ccc2F)c(=O)c2ccccc12	-8	0.1	87*	-0.1
COc1cc(OC)nc(Oc2ccccc2C(C)=O)n1	4	1.3	-6	0.2
c1cncc(CSc2nnc(-c3ccncc3)o2)c1	5	0.4	-1	-0.1
CC(C)c1ccc(NC(=O)C2C3C=CC4(O3)C2C(=O)N(Cc2ccccc2Cl)C4C(=O)NC2CCCCC2C)cc1 (stereo not given)	6	-0.9	-20	0.3
Cc1ccc2c(c1)/C(=C/c1ccccc1)C(=O)N2	8	1.0	13	0.0
COC(=O)C1=C(C)NC2=C(C(=O)CC(c3ccccc3OC)C2)C1c1cccs1 (stereo not given)	12	-2.0	-1	0.1
COc1ccc(N2C(=O)c3ccc(C(=O)Nc4c[nH]c(=O)[nH]c4=O)cc3C2=O)cc1	-1	0.9	7	0.1
COc1ccc(CC(=O)NCC(=O)N/N=C/c2sccc2C)cc1	-3	-0.2	5	0.0
COc1ccc(OC(=O)/C=C/c2ccccc2)cc1	3	0.3	3	0.0
Cc1ccc(-n2ncc3c(-n4nc(C)cc4NC(=O)c4ccccc4Cl)ncnc32)c(C)c1	-2	-0.3	0	0.0
COCCOC(=O)C1=C(C)NC2=C(C(=O)CC(c3ccc(OC)cc3)C2)C1c1cc(OC)c(OC)c(OC)c1 (stereo not given)	1	0.5	16	0.1
O=C(CC(NCc1ccco1)C(=O)O)Nc1cccc(O)c1 (stereo not given)	-7	0.5	7	0.0
O=c1c2cc(Cl)ccc2[nH]c(=S)n1Cc1ccc(F)cc1	11	-0.9	3	0.1
CCOc1ccc(NC(=O)C2C3C=CC4(O3)C2C(=O)N(C2CC2)C4C(=O)NC2CCCCC2)cc1 (stereo not given)	14	-1.6	8	0.1
COc1cccc(OCCNC(=O)C(=O)Nc2ccccc2)c1	6	0.7	-48	0.3
N#CC(Nc1ccc(F)c(Cl)c1)c1cccs1 (stereo not given)	-4	0.4	1	-0.1
CCN1C(=O)C2C(c3cccs3)NC(CO)(C(=O)OC)C2C1=O (stereo not given)	12	-0.7	0	0.0
CCCNC(=O)c1ccc2c(c1)N(Cc1ccccc1C)C(=O)CS2	-9	2.3	9	-0.1
O=C(Nc1cccc(C(=O)O)c1)/C(=C\c1ccc2c(c1)OCO2)NC(=O)c1ccc(Br)o1	-4	3.8	-8	-0.4
O=C(CN1CCCCC1)N/N=C/c1ccccc1Br	-1	0.4	-8	0.2
CCN(CC)S(=O)(=O)c1ccc(F)c(C(=O)Nc2ccc(F)c(Cl)c2)c1	11	2.4	-44	0.0
O=[N+]([O-])c1cc(S(=O)(=O)N2CCCC2)ccc1NC1CCCc2ccccc21 (stereo not given)	15	-1.1	-1	0.2
NC(=O)C1CCN(C(=O)CNC(=O)c2ccc3c(c2)OCO3)CC1	11	0.4	-2	0.0
O=C(NCc1ccco1)c1cc(-c2ccccc2O)on1	9	-2.3	-46	0.9
COc1ccc(Cl)cc1NC(=O)c1cnc(SC)nc1C	-2	0.4	-9	0.0
CS(=O)(=O)N(CC(=O)Nc1ccc(F)cc1F)c1cc(Cl)cc(Cl)c1	0	0.3	-3	-0.2
Cc1nn(C)cc1CN1CCC2(CC1)CC2C(=O)NCC1(c2ccccc2)CCCC1 (stereo not given)	-7	-0.7	0	-0.1
COCCCNC(=O)c1cc2c(-c3ccc(Cl)cc3)nn(C)c2s1	16	-0.9	3	0.3
OC(c1cccnc1)c1ccc2c(c1)CN(Cc1cc(F)ccc1F)CCO2 (stereo not given)	16	0.4	-14	0.2
CCOC(=O)C1CCCN(Cc2cc(Br)c(OC)cc2OC)C1 (stereo not given)	23	-0.9	1	-0.1
CCN(C(=O)CCl)c1nc(-c2ccc(F)cc2)cs1	-8	1.9	-25	0.0
CCOC(=O)c1c(NC(=O)CSc2nc3scc(-c4ccccc4)c3c(=O)n2-c2ccccc2)sc2c1CCC2	17	0.1	3	0.0
COc1ccccc1NC(=O)NC1(C(=O)N2CCC(C)CC2)CCCCC1	9	-1.4	15	0.1

Record cards (already shown).
CCOc1ccc(NC(=O)C2C3C=CC4(O3)C2C(=O)N(C2CC2)C4C(=O)NC2CCCCC2)cc1 (stereo not given) reads MITF inh = 14; GPR151 ag = -1.6; TEAD-YAP inh = 8; FBW7 activator = 0.1
COCCCNC(=O)c1cc2c(-c3ccc(Cl)cc3)nn(C)c2s1 reads MITF inh = 16; GPR151 ag = -0.9; TEAD-YAP inh = 3; FBW7 activator = 0.3

5 structures from above, arranged by molecular weight, smallest number first:
SMILES	MITF inh	GPR151 ag	TEAD-YAP inh	FBW7 activator
O=C(CN1CCCCC1)N/N=C/c1ccccc1Br	-1	0.4	-8	0.2
NC(=O)C1CCN(C(=O)CNC(=O)c2ccc3c(c2)OCO3)CC1	11	0.4	-2	0.0
COCCCNC(=O)c1cc2c(-c3ccc(Cl)cc3)nn(C)c2s1	16	-0.9	3	0.3
O=[N+]([O-])c1cc(S(=O)(=O)N2CCCC2)ccc1NC1CCCc2ccccc21 (stereo not given)	15	-1.1	-1	0.2
CCOc1ccc(NC(=O)C2C3C=CC4(O3)C2C(=O)N(C2CC2)C4C(=O)NC2CCCCC2)cc1 (stereo not given)	14	-1.6	8	0.1

Additional compounds
SMILES	MITF inh	GPR151 ag	TEAD-YAP inh	FBW7 activator
Cc1ccccc1C(=O)N1CCc2nnc(C)n2CC1	2	0.2	-7	-0.1
COc1cccc(C(=O)/C=C/c2ccc(OC)c([N+](=O)[O-])c2)c1	16	-0.1	-1	0.2
OCC1(Cc2cccc(C(F)(F)F)c2)CCN(Cc2ccon2)CC1	-8	2.5	-3	-0.2
O=C(COc1ccc2ccccc2c1)Nc1nc(-c2ccccc2)cs1	2	0.2	3	-0.2
CCCS(=O)(=O)N1CCC(c2nnc(Cc3ccc(OC)cc3)s2)CC1	-6	0.5	10	0.3
Cc1c(C(=O)Nc2ccc(F)cc2F)sc2ncnc(N3CCCCC3C)c12 (stereo not given)	-12	-0.1	-7	0.0
Cn1cc(CN2CCC3(CC2)NC(=O)c2ccccc2O3)cn1	-1	-0.6	5	-0.1
O=C(Cn1cncn1)NCc1ccc(Cl)cc1	-4	3.7	-4	0.1
Cc1cc(N(C)C)nc(N2CCC(C(=O)NCc3cccs3)CC2)n1	-2	-0.7	3	0.2
Cc1ccc(C)c(N(CC(=O)NC2CCCC2)C(=O)CNC(=O)c2cccs2)c1	10	-0.3	0	-0.1
C=CCNc1ncnc2c1cnn2-c1cccc(C)c1	9	0.4	-46	0.3
CCOC(=O)C1=C(C)NC(=O)NC1c1ccc(O)c(OC)c1 (stereo not given)	-6	-1.3	-7	0.2
CC1CCCN(S(=O)(=O)c2cccc(C(=O)N3CCNC(=O)C3)c2)C1 (stereo not given)	16	-0.2	1	0.1
O=C(NNC(=O)c1ccc(-c2ccccc2)cc1)c1ccc(Cl)cc1	-5	0.1	-6	-0.1
COc1cc(Cl)ccc1NC(=O)c1c(O)c2ccccc2[nH]c1=O	20	0.1	8	0.0
COC(=O)C(CC(C)C)NC(=O)N1CCOCC1 (stereo not given)	-10	-0.1	5	0.1
CCCOc1ccc(-c2nc3s/c(=C4\C(=O)N(C)c5ccccc54)c(=O)n3n2)cc1	-2	0.0	-6	0.6
CCOC(=O)C(NC(=O)c1cccc(Cl)c1)(Nc1sc2c(c1C(N)=O)CCC2)C(F)(F)F (stereo not given)	7	0.3	-6	0.2
O=C(CN1C(=O)c2ccccc2C1=O)NNC(=O)c1cc2c(s1)CCCC2	-4	0.2	-8	0.0
N#CCCn1cc(C(=O)N2CCOCC2)c(-c2cccc([N+](=O)[O-])c2)n1	8	0.3	2	-0.2
CCc1ccc(C2CC(c3cccc(F)c3)n3ncnc3N2)cc1 (stereo not given)	1	0.5	5	-0.2
Cc1sc2nc3c(C(=O)N4CCC(C(N)=O)CC4)cccn3c(=O)c2c1C	-8	-0.7	-2	0.1
CCOC(=O)c1oc2c(c1C)C(=O)/C(=C\O)CC2	9	0.3	15	0.0
COc1ccc(-c2cc(C(F)(F)F)c(C#N)c(SCC(=O)Nc3cc(C)on3)n2)cc1	24	-0.3	7	1.4
CCCCOc1ccc(/C=C2\N=C(c3ccccc3Cl)OC2=O)cc1	8	0.1	-3	0.0
CCCCN(c1ccccc1)S(=O)(=O)c1cc(Br)cnc1N	-10	0.0	-1	0.0
CC(OCC(O)CN(C)C1CCN(C)CC1)c1ccc(Cl)cc1 (stereo not given)	45	0.7	-5	-0.2
CCCCNC(=O)c1ccccc1NC(=O)c1ccc(F)cc1	2	-0.8	10	-0.1
N#Cc1c(-c2ccccc2)cc2nc3ccccc3n2c1N	-12	-0.8	1	-0.1
Cc1ccc(-c2nc(N)n(C(=O)c3ccccc3)n2)cc1	-17	1.3	-13	0.0
COc1ccc(C(=O)COC(=O)c2cc(C)nc3ccccc23)cc1	1	-0.4	-4	-0.1
O=C1/C(=C/c2ccc(O)cc2)C(N2CCOCC2)=NN1c1ccc([N+](=O)[O-])cc1	-11	-2.2	-2	0.0
N#CCSc1nc2ccsc2c(=O)n1CCCC(=O)NCCc1ccccc1	4	0.2	-4	0.1
CCOc1ccccc1N=c1c([N+](=O)[O-])nn(-c2ccc(Cl)cc2)n1O	24	0.1	23	-0.3
CCc1nnc(NC(=O)Cc2ccc(Br)cc2)s1	-4	3.1	-1	0.0
COc1cccc(OCCNS(=O)(=O)Cc2ccccc2)c1	13	-1.8	10	0.1
COc1ccc(C2C3=C(CCCC3=O)N(c3ccc([N+](=O)[O-])cc3)C(=N)/C2=C(/O)c2ccccc2)cc1 (stereo not given)	6	2.1	3	0.0
CC(C)c1ccc(C(C)(C)C)cc1S(N)(=O)=O	2	-0.7	13	1.0
